Screens (PubChem BioAssay)
Salmonella PhoP GFP: inhibitors of PhoP regulon expression, primary screen, Salmonella Typhimurium, GFP reporter (AID 1863); S. Typhimurium PhoP-regulated promoter GFP reporter, 4 h; higher % means a stronger effect; inhibition, % at 50 µM; hits with a dose series show IC50 in µM; 300,000 tested, 0.16% active;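 active means inhibition over 29.93%, a cutoff 3 SD above the screen mean, later confirmed by dose response; inconclusive means inhibition over 29.93% but no dose response follow-up; inactive means inhibition at most 29.93% or unconfirmed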;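 further: 0% = low Mg2+ inducing control and 100% = high Mg2+ repressing control; strong numbers were not always called active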
SIAH1 antagonists: Siah-1 peptide-binding antagonists, primary screen, biochemical, fluorescence polarization, rhodamine-plectin, uHTS (AID 1817); 290,000 tested, 0.02% active; displacement, % at 20 µM, or IC50 in µM where a hit was titrated; Siah-1 / rhodamine-plectin peptide fluorescence polarization; higher % means a stronger effect;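 active means displacement of at least 50% at 20 µM, with a fluorescence ratio check between 0.3 and a set limit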;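 further: plate controls were Siah plus tracer with DMSO for no effect and tracer alone without Siah for full effect; strong numbers were not always called active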
WT yeast gro inh: growth inhibition of WT strain, primary screen, mitochondrial fusion inhibitor project, WT and mutant strains, chemical genetic. mitochondrial fusion phenotypic screen. inhibition, % at 10 µM. 190,000 tested, 2.1% active. AID 1362, 2008; in the data active means inhibition above about 58%; tested in S. cerevisiae
TNAP activators: human TNAP enzyme activators, primary screen, biochemical, luminescent, no phosphate acceptor, uHTS (AID 1001) | activation fold at 20 µM, or EC50 in µM where a hit was titrated | 200,000 tested, 0.03% active | Alkaline phosphatase, tissue-nonspecific isozyme (Homo sapiens) | purified TNAP, luminescent activation assay, no phosphate acceptor; higher activation fold means a stronger effect; in the data active means activation fold from about 3, or a potency from the dose series; inactive means the rest, 99 in 100 with activation fold below about 1.6; further: many of its hits are not listed in these tables
human PMI inhibition: inhibitors of human PMI, primary screen, biochemical, fluorescence intensity, coupled assay (AID 1209); Mannose-6-phosphate isomerase (Homo sapiens); purified PMI enzyme, coupled fluorescence intensity; higher % means a stronger effect; one-dose inhibition, % at 20 µM; IC50 in µM for titrated hits; 190,000 tested, 0.42% active;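 further: plate controls were DMSO vehicle for no effect and wells lacking substrate for full effect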
XIAP displacement: XIAP antagonists, biochemical, IAP family, fluorescence polarization (AID 1018) | E3 ubiquitin-protein ligase XIAP (Homo sapiens) | XIAP BIR domain, fluorescence polarization peptide displacement; higher % means a stronger effect | one-dose displacement, % at 20 µM; IC50 in µM for titrated hits | 200,000 tested, 0.007% active; in the data active means displacement above about 50%; further: a part of the inactive calls stands beside numbers as strong as those of hits
Myeloid diff MLP: induction of myeloid progenitor differentiation, primary screen, cell-based, flow cytometry, MLPCN library; ER-HoxA9 myeloid progenitors, lysozyme-GFP differentiation; calls only at 10 µM; 360,000 tested, 1% active; AID 624256, 2012;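 active means normalized GFP-positive differentiation at or above the plate's own cutoff, the solvent-only control mean plus 3 SD; inconclusive means no clear call, values can overlap the other calls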;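 further: cells exposed to compound for four days before flow analysis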
human PMI inhibitors: human PMI inhibitors, high substrate, primary screen, biochemical, fluorescence intensity, high mannose 6-phosphate (AID 1220); recombinant PMI enzyme, coupled fluorescence intensity; higher % means a stronger effect; inhibition, % at 20 µM; hits with a dose series show IC50 in µM; 190,000 tested, 0.66% active
RSV CPE inhibition: RSV antiviral activity via CPE protection, HEp-2 cells, primary 10 µM value included (AID 2391); HEp-2 cells, RSV-induced CPE inhibition; higher % means a stronger effect; CPE inhibition, % at 10 µM; hits with a dose series show IC50 in µM; 310,000 tested, 0.13% active; in the data active means a potency from the dose series; inconclusive means CPE inhibition mostly from about 23% at the one dose, without a potency; inactive means the rest, 99 in 100 with CPE inhibition below about 21%; further: strong numbers were not always called active
WT yeast gro inh mutant strain: recorded beside WT yeast gro inh, whose call it bears; inhibition, %; mitochondrial fusion phenotypic screen, mutant strain inhibition
Myeloid diff MLP GFP+ MAC1+ %: also measured in Myeloid diff MLP; calls as there; GFP+ MAC1+ double positive, %; measured here: differentiation confirmed by MAC1 staining
* marks the source's active call; other numbers are inactive results; i = inactive; u = inconclusive; x = no result given; + = active, no number. Unless noted, no stated cut-off is given here; in the data, active means inhibition above about 50%; inactive means the rest.

SMILES	Salmonella PhoP GFP	SIAH1 antagonists	WT yeast gro inh	WT yeast gro inh mutant strain	TNAP activators	human PMI inhibition	XIAP displacement	Myeloid diff MLP	Myeloid diff MLP GFP+ MAC1+ %	human PMI inhibitors	RSV CPE inhibition
CCOc1ccc(Cn2ccnc2CCl)cc1[N+](=O)[O-]	5%	5%	-11	-27	1	0%	-4.8%	i	1.3	-2%	-0.6%
COc1ccc(OC)c(NC(=O)C(=O)N/N=C(\C)CC(=O)Nc2ccc(Cl)cn2)c1	7%	3%	x	x	x	x	x	i	0.7	x	2.3%
Cc1cccc(C(=O)N(CC(=O)Nc2sc(C)c(C)c2C(N)=O)C2CCCC2)c1	7%	-2%	x	x	x	x	x	i	3.3	x	1.3%
COCCNC(C(=O)Nc1cc(Cl)cc(Cl)c1)c1ccccc1 (stereo unspecified)	-4%	1%	18	31	1	4%	-2.8%	i	0.6	0%	3.0%
C#CCOCCOCCOCCNc1nc(N2CCN(C(=O)Cn3cc(CCCN=C(N)N)nn3)CC2)nc(N2CCN(C(=O)[C@H]([C@@H](C)CC)n3cc(CCC(=O)O)nn3)CC2)n1	2%	-7%	-15	-18	1.1	-24%	-9.3%	i	1.4	-29%	1.3%
CC(C)COC(=O)c1ccc(NC(=O)C2C3C=CC(C3)C2C(=O)O)cc1 (stereo unspecified)	2%	5%	0	-16	1.1	2%	0.0%	i	0.4	8%	-0.3%
CC1=C(C(=O)Nc2ccccc2)C(c2ccc(C(C)C)cc2)N2C(=O)CSC2=N1 (stereo unspecified)	-7%	1%	-7	-7	1	7%	-2.2%	i	1.0	6%	3.1%
CCS(=O)(=O)Nc1cccc(C(=O)CC2(O)C(=O)Nc3ccccc32)c1 (stereo unspecified)	14%	2%	25	28	1.1	17%	-8.2%	i	0.6	6%	0.3%
CCOc1ccccc1NC(=O)Nc1ccc2c(c1)CCC2	-3%	-1%	x	x	x	x	x	+	5.9*	x	7.8%
CCc1[nH]nc(C(=O)N2CCCC(Nc3ccc(C(C)C)cc3)C2)c1C (stereo unspecified)	-6%	4%	x	x	x	x	x	i	0.9	x	6.4%
CCOc1ccc(/C(CCC(=O)O)=N/NC(=S)NCCc2ccccc2)cc1	4%	0%	-1	11	1	4%	-9.7%	i	0.1	7%	6.3%
CC(C)(C)N/N=C1\CC(c2ccccc2)Oc2ccccc21 (stereo unspecified)	-9%	2%	62*	-2.6*	1.1	17%	-10%	i	0.4	12%	22%
COc1ccc(-c2cc(C(F)F)n3ncc(C(=O)Nc4cc(C)on4)c3n2)cc1	-10%	-2%	-26	7	1	-3%	-9.3%	i	0.1	-2%	0.8%
Cn1c(CCC(=O)Nc2ccccc2F)nnc1SCC(=O)Nc1ccccc1Cl	-7%	-3%	-12	-8	1	-11%	-7.7%	i	0.2	-5%	0.3%
N#C/C(=C\c1ccc([N+](=O)[O-])cc1)c1ccccn1	7%	-4%	7	6	1.1	12%	-1.6%	i	0.2	18%	1.0%
O=S1CCCSC1c1cccnc1 (stereo unspecified)	-8%	3%	-20	-18	1.1	10%	-4.7%	i	0.5	8%	-1.4%
CCc1ccccc1NC(=O)c1cc(-c2ccc(F)cc2)on1	-7%	5%	17	9	1.1	-14%	-5.8%	i	0.1	-8%	-1.4%
CCOC(=O)Cn1c(=NC(=O)c2nc3ccccc3s2)sc2cc(S(N)(=O)=O)ccc21	0%	22%	-3	-7	1.1	3%	-1.6%	i	0.2	-9%	1.1%
N#Cc1c(N)nc2c(c1-c1ccc3c(c1)OCO3)CCCCCC2	-3%	-4%	10	4	1.1	3%	-2.4%	i	0.4	-3%	0.7%
Cn1c(=O)c2c(ncn2CC(=O)N/N=C/C(Cl)=C/c2ccccc2)n(C)c1=O	2%	3%	-3	-24	0.8	6%	-2.9%	i	0.6	3%	1.2%
CCCNC(=O)c1ccccc1N1CCN(CCCCN2C(=O)C3CCCCN3C2=O)CC1 (stereo unspecified)	-3%	-6%	x	x	x	x	x	i	0.3	x	0.6%
CC(C)NC(=O)c1onc(CSc2cccc3ccccc23)c1C(=O)O	-19%	-1%	0	-1	1.1	3%	-7.5%	i	1.7	10%	30%
CCOc1ccccc1NC(=O)C1CCCN(C(=O)Nc2ccccc2)C1 (stereo unspecified)	7%	4%	-17	4	1	-5%	14%	i	1.4	-7%	0.4%
COc1ccc(C)cc1NC(=O)c1ccc(NS(=O)(=O)c2cccs2)cc1	11%	3%	x	x	x	x	x	u	x	x	u
O=C(C1CCCCC1)N(Cc1ccccc1)c1ccccn1	-9%	0%	84*	-9.8*	1.1	6%	-4.0%	i	0.3	5%	6.7%
c1nc2n(n1)C1=C(CCCC1)C1(CCCCC1)N2	5%	4%	6	21	1.1	-8%	-3.8%	i	0.6	-7%	1.9%
CCOC(=O)N1CCN(S(=O)(=O)c2ccc(C(=O)Nc3nc4c(s3)CC(C)CC4)cc2)CC1 (stereo unspecified)	-3%	8%	-29	4	1	-2%	-5.3%	i	7.4	-2%	-1.9%
O=C(CSc1ncnc2c1cnn2-c1ccc(F)cc1)NC1CCCC1	1%	2%	x	x	x	x	x	i	9.8	x	2.3%
NS(=O)(=O)c1ccc(CCNC(=O)CCCOc2ccccc2)cc1	2%	15%	4	10	1.1	-3%	-6.1%	i	0.4	1%	2.0%
O=C(CCOc1ccccc1)Nc1ccnn1C1CCN(Cc2ccccc2)CC1	4%	16%	x	x	x	x	x	i	2.0	x	0.8%
CC(=O)C1C(c2ccco2)c2c(noc2C)CC1(C)O (stereo unspecified)	-3%	10%	16	17	1	2%	-0.9%	i	0.8	1%	2.1%
C=CCOc1ccc(CNc2nn[nH]n2)cc1OC	-1%	-4%	-17	1	1.1	2%	-0.1%	i	0.8	-7%	3.4%
NC(=O)c1c(NC(=O)c2ccc([N+](=O)[O-])o2)sc2c1CCCC2	-4%	-1%	x	x	x	x	x	u	x	x	-1.5%
COc1ccc2nc(NC(=O)C(NS(=O)(=O)c3cccc4nsnc34)C(C)C)sc2c1 (stereo unspecified)	7%	9%	8	-4	1	5%	-4.3%	i	3.1	-1%	-0.7%
Cc1nc2nc[nH]n2c(=O)c1NS(=O)(=O)c1ccc(F)cc1	1%	6%	4	5	1.2	-18%	-4.7%	i	0.3	-9%	0.2%
CCN(CC)C(=O)N1CCN(Cc2ccc3c(c2)OCO3)CC1	-6%	0%	7	9	1	4%	-2.3%	i	0.1	2%	-0.3%

6 entries picked at random from the list so far:
SMILES	Salmonella PhoP GFP	SIAH1 antagonists	WT yeast gro inh	WT yeast gro inh mutant strain	TNAP activators	human PMI inhibition	XIAP displacement	Myeloid diff MLP	Myeloid diff MLP GFP+ MAC1+ %	human PMI inhibitors	RSV CPE inhibition
Cc1nc2nc[nH]n2c(=O)c1NS(=O)(=O)c1ccc(F)cc1	1%	6%	4	5	1.2	-18%	-4.7%	i	0.3	-9%	0.2%
CC(=O)C1C(c2ccco2)c2c(noc2C)CC1(C)O (stereo unspecified)	-3%	10%	16	17	1	2%	-0.9%	i	0.8	1%	2.1%
c1nc2n(n1)C1=C(CCCC1)C1(CCCCC1)N2	5%	4%	6	21	1.1	-8%	-3.8%	i	0.6	-7%	1.9%
COc1ccc2nc(NC(=O)C(NS(=O)(=O)c3cccc4nsnc34)C(C)C)sc2c1 (stereo unspecified)	7%	9%	8	-4	1	5%	-4.3%	i	3.1	-1%	-0.7%
NS(=O)(=O)c1ccc(CCNC(=O)CCCOc2ccccc2)cc1	2%	15%	4	10	1.1	-3%	-6.1%	i	0.4	1%	2.0%
O=C(C1CCCCC1)N(Cc1ccccc1)c1ccccn1	-9%	0%	84*	-9.8*	1.1	6%	-4.0%	i	0.3	5%	6.7%

New compounds follow:
SMILES	Salmonella PhoP GFP	SIAH1 antagonists	WT yeast gro inh	WT yeast gro inh mutant strain	TNAP activators	human PMI inhibition	XIAP displacement	Myeloid diff MLP	Myeloid diff MLP GFP+ MAC1+ %	human PMI inhibitors	RSV CPE inhibition
Cc1cccc(C)c1Nc1nnc(SCC(=O)NC(=O)c2cccn2C)s1	1%	13%	6	12	0.9	11%	-9.8%	i	0.4	30%	2.7%
O=C(N[C@H](C(=O)O)c1ccccc1)C1CCC(Cn2cnc3ccccc3c2=O)CC1 (stereo partly specified)	-11%	16%	x	x	x	x	x	i	0.1	x	0.2%
CC(C)(C)c1ccc(C(=O)NCC(=O)OCC(=O)Nc2ccc3c(c2)OCCO3)cc1	0%	-6%	-11	-8	1.1	6%	0.9%	i	0.0	-2%	3.5%
CC1(C)CC(=O)C2(CC3=C(CC(C)(C)CC3=O)O2)C(=O)C1	6%	2%	12	2	1.1	-13%	-6.1%	i	0.7	-9%	0.4%
Cc1onc(-c2c(F)cccc2Cl)c1C(=O)N1C=CC(C(F)(F)F)=NCC1	-9%	-4%	17	-2	1.1	-5%	4.3%	i	2.2	-7%	0.9%
COCCN(C(=S)Nc1ccc(OC)cc1)C1CCN(C(C)=O)CC1	-11%	8%	-5	7	1.1	4%	-9.1%	i	0.2	0%	1.8%
CCOC(=O)C1=C(C)N(C)C(=O)NC1c1cc2c(cc1[N+](=O)[O-])OCO2 (stereo unspecified)	0%	9%	-7	2	1	35%	2.0%	i	0.4	41%	0.2%
Cc1ccccc1C(=O)Nc1cc(-c2cc(C(C)(C)C)oc2C)nn1C	-11%	2%	x	x	x	x	x	i	0.1	x	51%
CNC(=O)Nc1nnc(C(C)(C)C)s1	-6%	0%	7	10	1.1	3%	-4.0%	i	1.0	6%	1.9%
Cn1c(SCC(=O)c2ccccc2)nc2cccnc21	-11%	-4%	-8	9	1.1	11%	0.6%	i	1.1	12%	3.6%
Cc1cc(C(=O)NC2CCCN(Cc3ccc(Cl)cc3)C2)n(C)n1 (stereo unspecified)	9%	4%	x	x	x	x	x	i	1.1	x	3.4%
COc1ccc(-c2coc3cc(OC4OC(CO)C(O)C(O)C4O)ccc3c2=O)cc1 (stereo unspecified)	6%	4%	x	x	x	x	x	i	0.6	x	2.9%
O=C(Nc1ccccc1)N1C(=O)C2(OCCO2)c2ccccc21	15%	-2%	-6	-13	1.1	16%	-5.9%	i	0.3	15%	0.8%
Clc1ccc(CN2CCCCCC2)cc1	8%	-3%	x	x	x	x	x	i	0.6	x	-0.5%
COc1ccccc1NC(=O)/C(C#N)=C/c1c(C)nn(-c2ccc(F)cc2)c1Cl	-18%	7%	-1	-3	1.1	2%	-6.9%	i	0.3	-4%	3.2%
CC(c1nnc(SCn2nnc3ccccc3c2=O)n1-c1ccc(Cl)cc1)N(C)C (stereo unspecified)	16%	-2%	50	-12	1.1	2%	2.0%	i	3.2	6%	3.0%
O=C(Nc1nnc(-c2cccnc2)o1)c1cccc([N+](=O)[O-])c1	-4%	-10%	-3	7	1.1	-20%	-6.3%	x	x	-19%	-0.7%
CCc1cccc(NC(=O)C2CCCN2S(=O)(=O)c2cccc3cccnc23)c1 (stereo unspecified)	-1%	-7%	x	x	x	x	x	i	2.0	x	6.9%
